Screening results (PubChem BioAssay)
bIAP activator: increases bovine intestinal alkaline phosphatase activity; purified bovine IAP, CDP-star luminescence, 30 min; stronger effect = higher value; fold of DMSO-control signal, blank-subtracted; activation factor at 20 µM; actives 0.17% (n = 200,000); AID 1016;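 active means activation factor of 2 or more at 20 µM, a signal rise over negative controls twice the positive control's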
PMI act satM6P: activators of human phosphomannose isomerase at near-saturating mannose 6-phosphate | coupled PMI enzyme assay, resazurin fluorescence, 20 min; stronger effect = higher value; 1 = untreated enzyme, 0 = substrate-free blank | activation factor at 20 µM | P34949 | actives 0.34% (n = 190,000);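 active means activation factor of 2 or more at 20 µM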
Target sequence (P34949 whole entry, looked up): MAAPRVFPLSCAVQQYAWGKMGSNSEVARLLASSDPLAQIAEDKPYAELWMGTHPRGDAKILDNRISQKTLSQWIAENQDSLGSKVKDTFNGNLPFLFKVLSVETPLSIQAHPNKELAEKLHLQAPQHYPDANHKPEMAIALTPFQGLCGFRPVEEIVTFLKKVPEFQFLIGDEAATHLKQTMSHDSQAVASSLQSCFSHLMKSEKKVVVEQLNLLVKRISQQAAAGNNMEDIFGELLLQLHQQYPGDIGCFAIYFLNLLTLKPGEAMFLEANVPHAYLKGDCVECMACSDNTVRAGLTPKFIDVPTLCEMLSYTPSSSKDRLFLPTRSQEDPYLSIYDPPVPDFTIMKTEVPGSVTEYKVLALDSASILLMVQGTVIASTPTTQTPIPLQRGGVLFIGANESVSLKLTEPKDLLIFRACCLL
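Material: human phosphomannose isomerase with PGI, G6PDH, diaphorase coupling enzymes / Reagent: Man-6-P substrate 1.0 mM / Dosing: single compound dose of 20 µM, 1% DMSO final / Incubation: enzyme reaction with compound 20 min at room temperature / Signal: resorufin fluorescence (Ex 544/Em 590 nm) from resazurin via diaphorase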
TNAP inh hiacc: blocks human TNAP under high phosphate acceptor concentration; P05186; purified TNAP, CDP-star luminescence, 1 M DEA; inhibition, % at 20 µM; actives 0.03% (n = 200,000);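 active means over 50% inhibition of tissue-nonspecific alkaline phosphatase at 20 µM in the single-dose screen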;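 further: plate controls were DMSO wells for no effect and EDTA-quenched wells as full inhibition for full effect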
Target sequence (P05186 whole entry, looked up): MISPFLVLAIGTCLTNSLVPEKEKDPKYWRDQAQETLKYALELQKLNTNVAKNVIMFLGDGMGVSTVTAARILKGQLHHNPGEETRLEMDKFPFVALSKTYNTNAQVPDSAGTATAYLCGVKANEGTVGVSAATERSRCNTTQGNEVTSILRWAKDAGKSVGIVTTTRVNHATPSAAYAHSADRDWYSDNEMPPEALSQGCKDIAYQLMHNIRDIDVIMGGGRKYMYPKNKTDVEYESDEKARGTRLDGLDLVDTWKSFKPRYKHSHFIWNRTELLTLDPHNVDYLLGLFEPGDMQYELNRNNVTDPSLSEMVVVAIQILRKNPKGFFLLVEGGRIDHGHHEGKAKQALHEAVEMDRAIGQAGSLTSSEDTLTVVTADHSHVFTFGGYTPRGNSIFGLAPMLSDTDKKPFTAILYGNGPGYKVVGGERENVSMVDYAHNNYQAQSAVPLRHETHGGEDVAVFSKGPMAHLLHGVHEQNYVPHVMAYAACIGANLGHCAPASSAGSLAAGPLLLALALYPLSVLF
TNAP act hiacc: activators of human TNAP at high phosphate acceptor concentration; activation factor at 20 µM; purified TNAP, CDP-star luminescence, 1 M DEA, 30 min; stronger effect = higher value; 0 = EDTA background, 1 = DMSO-only activity; 200,000 tested, under 10 active;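 active means activation factor at least 2 at 20 µM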
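system = human TNAP | amount = enzyme diluted 1/800 final | reagent = 100 µM CDP-star substrate | signal = luminescent substrate turnover signal | dosing = one dose, 20 µM | benchmarks = EDTA negative control, DMSO positive control | measure = activation factor | timing = 30 min reaction, room temperature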
TNAP inh no acc: TNAP (human) inhibition, acceptor-free conditions; P05186; purified TNAP, CDP-star luminescence, 30 min; inhibition, % at 20 µM; actives 0.26% (n = 200,000); AID 1012;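 active means tissue-nonspecific alkaline phosphatase inhibition above about 50% at 20 µM in the single-dose screen, limit read from the data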;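 further: 0% = DMSO negative control and 100% = EDTA positive control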
L major viab: inhibitors of Leishmania major promastigote growth | inhibition, % at 10 µM | actives 9% (n = 200,000) | Leishmania major promastigotes, resazurin fluorescence viability; in the data active means inhibition above about 50%;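 further: promastigotes grown with compound for 44 hours at 28 °C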
Diaphorase act: activates diaphorase or chemically reduces, flagging diaphorase assay artifacts; actives 0.005% (n = 190,000); Diaphorase/resazurin coupled assay, resorufin fluorescence, 16 min; stronger effect = higher value; 1 = vehicle wells, 0 = NADH-free wells; AID 1229; activation factor at 20 µM;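 active means diaphorase activity raised at least twofold by the compound at 20 µM; inactive means activation factor below 2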
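Test system: Clostridium kluyveri diaphorase, purified enzyme; input: enzyme 0.07 U/mL final; buffer or medium: 50 mM HEPES pH 7.4 with 4.542 mM MgCl2, 0.005% Tween 20; also added: 0.114 mM NADH and 0.1 mM resazurin, final amounts; schedule: 16 min enzyme reaction, ambient temperature; technique: fluorescence of resorufin, 544 nm excitation, 590 nm emission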
bIAP inh: blocks bovine intestinal alkaline phosphatase activity; purified bovine IAP, CDP-star luminescence, 30 min; inhibition, % at 20 µM; 190,000 tested, under 10 active; AID 1019;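 active means over 50% inhibition of intestinal alkaline phosphatase at 20 µM in the single-dose screen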
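Assay system – bovine IAP enzyme · Quantity – bovine IAP at 1/65,000,000 final dilution · Detection – CDP-star luminescence signal · Times – 30 min reaction at room temperature · Also added – CDP-star substrate at 30 µM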
Diaph inh CS: inhibits diaphorase or chemically oxidizes, flagging diaphorase assay artifacts. actives 0.69% (n = 190,000). diaphorase resazurin-to-resorufin fluorescence, NADH, 16 min; bacterial (C. kluyveri) enzyme, not human. inhibition, % at 20 µM;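 active means primary screen inhibition at 20 µM above a set limit, cut at about 50% in these data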;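 further: plate controls were DMSO with full reaction for no effect and wells lacking NADH for full effect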
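Benchmarks: positive control wells lacking NADH, neutral wells with DMSO only. System: bacterial diaphorase enzyme (C. kluyveri). Input: 0.14 U/mL diaphorase, enzyme working solution. Detection: resorufin fluorescence, excitation 544 nm, emission 590 nm. Times: 16-min room-temperature incubation before reading.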
PMI activator: increases human mannose-6-phosphate isomerase activity. purified human PMI, coupled resazurin fluorescence, 20 min; stronger effect = higher value; 1 = vehicle control, 0 substrate-free wells. AID 1214. P34949. actives 0.005% (n = 190,000). activation factor at 20 µM;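 active means activation factor of 2 or more at 20 µM, relative to plate controls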
* = called active by the depositor; . = not tested or not shown. Random draw from the library. Share with any hit: about 10%.

no.	SMILES	bIAP activator	PMI act satM6P	TNAP inh hiacc	TNAP act hiacc	TNAP inh no acc	L major viab	Diaphorase act	bIAP inh	Diaph inh CS	PMI activator
1	CC1CN(C(=O)c2cccs2)CCN1C(=O)c1cccs1 (configuration not stated)	1	0.9	-4	1	-10	-3	0.9	1	12	1
2	CC(C)CNC(=O)c1cc(-c2ccc(Cl)c(Cl)c2)on1	0.9	0.9	-2	1	-3	-5	0.9	8	5	0.9
3	COc1ccccc1S(=O)(=O)Cc1ccc(C(=O)NCCN2CCCC2)o1	1	0.9	0	1	0	-5	0.9	5	13	0.9
4	CCCCC(=O)NC(=S)Nc1ccccc1C(=O)Nc1ccccc1	1	1.1	-6	1.1	-146	-7	0.9	4	8	1
5	Cc1cccc(Cn2c(SCC(=O)Nc3ccccc3)nc3c2c(=O)[nH]c(=O)n3C)c1	1.1	1	-1	1	-7	33	1	-9	4	1
6	Cc1ccc(CN2CC(C(=O)Nc3nnc(SCc4c(Cl)cccc4Cl)s3)CC2=O)cc1 (configuration not stated)	0.8	0.8	-1	1	-14	4	0.6	16	40	0.8
7	COc1cc(NC(=O)c2cnn3c(C)cc(C)nc23)c(OC)cc1Cl	0.9	1.2	-2	1	-14	1	0.8	7	18	1
8	Clc1ccc(-n2ncc3c(NCc4ccccn4)ncnc32)cc1	0.8	1.1	-2	1	-2	4	1.1	25	-9	1.1
9	O=C(Cn1nnc(-c2ccc(F)cc2)n1)Nc1ccc2c(c1)OCCO2	1.1	1	-1	1	-6	-3	1	-8	3	1
10	CC(=O)N(c1cccc(Br)c1)C1C=CS(=O)(=O)C1 (configuration not stated)	0.8	1	-8	1.1	-11	-1	0.8	18	16	0.9
11	CCCCn1c(CNC(=O)c2cccs2)nc2ccccc21	0.9	1.1	-4	1	-8	13	1	5	4	1.1
12	CCC(C)NC(=O)COC(=O)c1csc2c1CCCC2 (configuration not stated)	1.1	1	0	1	-48	-3	1	-13	-2	1
13	O=C(/C=C/c1ccc(Cl)c([N+](=O)[O-])c1)c1cccnc1	1	1.1	-1	1	-2	100*	1.1	0	-6	1.1
14	COc1ccc2[nH]c(C)cc(=O)c2c1	1	0.9	-3	1	-8	5	0.9	5	10	0.9
15	CN(Cc1nc2ccccc2[nH]1)Cc1nc(CC2CC2)no1	1	0.9	-8	1.1	-13	2	0.8	4	19	0.9
16	CCOc1nc(-c2ccccc2)ccc1-c1noc(-c2ccco2)n1	1	1	-4	1	-7	1	0.8	4	15	1
17	Cc1ccc(NC(=O)CCNC(=O)c2ccccc2Cl)cc1S(=O)(=O)N(C)C	1	1.1	-4	1	-10	4	0.9	3	5	1.1
18	CCc1nnc(NC(=O)C2Cc3ccccc3CN2S(=O)(=O)CC)s1 (configuration not stated)	1	1	-3	1	-12	-2	0.9	-3	13	1.1
19	Cc1cc(C)nc(NS(=O)(=O)c2ccc(NC(=O)CN3C(=O)C4CC=CCC4C3=O)cc2)n1 (configuration not stated)	1.1	1.1	-3	1	-5	-13	1.1	-7	-7	1.1
20	C=CCOCCN(CCOCC=C)C1=NS(=O)(=O)c2ccccc21	1	1	-4	1	0	-1	1	1	-3	1
21	NC(=O)C1=C[C@@H](c2ccc(Br)cc2)C[C@@H](OCCCCO)O1	1.1	0.3	-4	1	-8	2	0.6	-6	39	0.8
22	COc1cc(C(=O)OC(C)C(=O)N2CCc3ccccc3C2)ccc1OCC(=O)N1CCOCC1 (configuration not stated)	1	1	0	1	1	2	0.9	-5	14	0.9
23	CC(C)(C)C1CCc2onc(C(=O)Nc3cnn(Cc4ccc(F)cc4)c3)c2C1 (configuration not stated)	0.9	1	4	1	-12	2	1	8	5	1
24	CCc1ccccc1NC(=O)/C(C#N)=C/c1ccc(Sc2ccccc2)o1	0.8	1	0	1	-1	93*	0.8	18	16	1
25	COc1ccc(OC)c(NC(=O)COC(=O)/C=C/c2ccc(Cl)cc2)c1	1	1.1	-2	1	8	-5	0.9	0	9	1

Additional entries:
no.	SMILES	bIAP activator	PMI act satM6P	TNAP inh hiacc	TNAP act hiacc	TNAP inh no acc	L major viab	Diaphorase act	bIAP inh	Diaph inh CS	PMI activator
26	O=[N+]([O-])c1cnc2nc(-c3ccncc3)nn2c1O	1.3	0.9	-7	1.1	11	9	0.9	-25	13	1
27	N#Cc1c(NC(=O)CSc2ncc(-c3ccccc3)n2CC2CCCO2)sc2c1CCCC2 (configuration not stated)	1.1	0.9	-5	1.1	-9	-1	0.9	-11	13	0.9
28	CCOC(=O)C1=C(C)C(c2ccc(OC)cc2)NC(=S)N1 (configuration not stated)	0.6	0.9	-6	1.1	-9	-6	0.8	38	18	0.8
29	O=C1CN(Cc2ccccc2)C(=NCc2ccco2)S1	1	1.3	-6	1.1	-34	8	0.8	4	24	1.1
30	CCOC(=O)C1=C(N)n2c(s/c(=C\c3ccncc3)c2=O)=C(C(=O)OCC)C1c1ccncc1 (configuration not stated)	1.2	.	-1	1	-2	52*	.	-16	.	.
31	O=c1c(-c2ccc(O)cc2)coc2cc(OC3OC(CO)C(O)C(O)C3O)cc(O)c12 (configuration not stated)	1	1	-3	1	-3	26	1.1	4	-9	1.1
32	Cc1ccc(C)c(NC(=O)C2=CCN(S(=O)(=O)c3ccc(F)cc3)CC2)c1	0.9	1.1	-3	1	-6	9	1.1	10	-6	1.1
33	CCc1ccc(C(=O)CSc2nc3cc(S(=O)(=O)N4CCOCC4)ccc3n2CC)cc1	1.1	1	-1	1	-11	6	0.8	-8	18	0.9
34	COc1ccccc1C1C=C(c2ccc(C)cc2)Nc2nnnn21 (configuration not stated)	1	1	-2	1	-6	3	0.8	-2	22	1.1
35	NC(=O)C1CCN(c2ncccc2[N+](=O)[O-])CC1	1	1	0	1	-6	-5	1	1	0	1.1
36	CCNC(=O)COc1ccc(C=O)cc1OC	0.9	1	-3	1	2	-4	1	9	3	0.9
37	CCCOc1ccc(NC(=O)C2CCCNC2=O)cc1 (configuration not stated)	0.9	0.8	-2	1	-11	-1	0.8	6	23	0.8
38	O=S(=O)(NCCOC12CC3CC(CC(C3)C1)C2)c1cccc2nsnc12	0.8	0.9	0	1	4	-1	0.9	16	12	0.9
39	CC1CCCCN1C(C(=O)O)c1ccccc1 (configuration not stated)	1	1	1	1	-1	-8	0.9	-2	10	1
40	CCc1nc2ccc(C(=O)Nc3cccc(C(C)=O)c3)cc2nc1CC	1.1	0.9	-2	1	-7	6	0.9	-8	14	0.9

Copied from above: entries 1 to 16
no.	SMILES	bIAP activator	PMI act satM6P	TNAP inh hiacc	TNAP act hiacc	TNAP inh no acc	L major viab	Diaphorase act	bIAP inh	Diaph inh CS	PMI activator
1	CC1CN(C(=O)c2cccs2)CCN1C(=O)c1cccs1 (configuration not stated)	1	0.9	-4	1	-10	-3	0.9	1	12	1
2	CC(C)CNC(=O)c1cc(-c2ccc(Cl)c(Cl)c2)on1	0.9	0.9	-2	1	-3	-5	0.9	8	5	0.9
3	COc1ccccc1S(=O)(=O)Cc1ccc(C(=O)NCCN2CCCC2)o1	1	0.9	0	1	0	-5	0.9	5	13	0.9
4	CCCCC(=O)NC(=S)Nc1ccccc1C(=O)Nc1ccccc1	1	1.1	-6	1.1	-146	-7	0.9	4	8	1
5	Cc1cccc(Cn2c(SCC(=O)Nc3ccccc3)nc3c2c(=O)[nH]c(=O)n3C)c1	1.1	1	-1	1	-7	33	1	-9	4	1
6	Cc1ccc(CN2CC(C(=O)Nc3nnc(SCc4c(Cl)cccc4Cl)s3)CC2=O)cc1 (configuration not stated)	0.8	0.8	-1	1	-14	4	0.6	16	40	0.8
7	COc1cc(NC(=O)c2cnn3c(C)cc(C)nc23)c(OC)cc1Cl	0.9	1.2	-2	1	-14	1	0.8	7	18	1
8	Clc1ccc(-n2ncc3c(NCc4ccccn4)ncnc32)cc1	0.8	1.1	-2	1	-2	4	1.1	25	-9	1.1
9	O=C(Cn1nnc(-c2ccc(F)cc2)n1)Nc1ccc2c(c1)OCCO2	1.1	1	-1	1	-6	-3	1	-8	3	1
10	CC(=O)N(c1cccc(Br)c1)C1C=CS(=O)(=O)C1 (configuration not stated)	0.8	1	-8	1.1	-11	-1	0.8	18	16	0.9
11	CCCCn1c(CNC(=O)c2cccs2)nc2ccccc21	0.9	1.1	-4	1	-8	13	1	5	4	1.1
12	CCC(C)NC(=O)COC(=O)c1csc2c1CCCC2 (configuration not stated)	1.1	1	0	1	-48	-3	1	-13	-2	1
13	O=C(/C=C/c1ccc(Cl)c([N+](=O)[O-])c1)c1cccnc1	1	1.1	-1	1	-2	100*	1.1	0	-6	1.1
14	COc1ccc2[nH]c(C)cc(=O)c2c1	1	0.9	-3	1	-8	5	0.9	5	10	0.9
15	CN(Cc1nc2ccccc2[nH]1)Cc1nc(CC2CC2)no1	1	0.9	-8	1.1	-13	2	0.8	4	19	0.9
16	CCOc1nc(-c2ccccc2)ccc1-c1noc(-c2ccco2)n1	1	1	-4	1	-7	1	0.8	4	15	1
